HIV fusion peptide: inhibitors of HIV fusion peptide binding, primary screen, biochemical, uHTS, fluorescence dequenching (AID 1986); cell-free peptide binding, fluorescence dequenching, 30 min; higher % means a stronger effect; inhibition, % at 20 µM; hits with a dose series show IC50 in µM; 0.3% of 290,000 active; in the data active = inhibition mostly above about 52%, no sharp cut-off; inactive = mostly below about 76%; note: some results filed as inactive read as strong as hits
KOR beta-arrestin-1: KOR agonists, beta-arrestin recruitment, primary screen, cell-based, luminescence, uHTS (AID 1777) | Kappa-type opioid receptor (Homo sapiens) | KOR beta-arrestin recruitment, luminescence; higher % means a stronger effect | activation, % at 10 µM, or EC50 in µM where a hit was titrated | 0.02% of 280,000 active; in the data active = activation above about 50%, passing the limit was not always enough; note: a part of the inactive calls stands beside numbers as strong as those of hits
NOD1 NF-kB reporter: NOD1 signaling inhibitors, primary screen, cell-based, luminescence, uHTS (AID 1578). one-dose inhibition, % at 4 µM; EC50 in µM for titrated hits. 1% of 290,000 active. NOD1-driven NF-kB luciferase reporter cells, luminescence; higher % means a stronger effect; in the data active = inhibition mostly above about 36%, no sharp cut-off; inactive = mostly below about 34%;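 note: HEK-293T reporter cells stimulated with the NOD1 agonist gamma-tri-DAP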
Yfh1-off respiration: enhancers of respiration in Yfh1-depleted yeast, dose response, Friedreich's ataxia, plus single-dose screen (AID 1465). S. cerevisiae Yfh1-off respiration, WST-1 reduction, 72 h; higher fold induction means a stronger effect. fold induction at 50 µM, or EC50 in µM where a hit was titrated. 0.074% of 220,000 active;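 active = fold induction of absorbance versus untreated yeast above a set limit, then at least 30% activation at any dose in follow-up; inconclusive = repeats straddling the limit, or above it without dose testing; inactive = fold induction below the set limit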;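 note: activators that raise dye reduction in frataxin-depleted yeast; strong numbers were not always called active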
Dengue-2 NS5 capping: Dengue-2 NS5 methyltransferase inhibitors, primary screen, biochemical, confirmation dose response (AID 588689); Dengue-2 NS5 methyltransferase capping enzyme assay, biochemical; higher % means a stronger effect; one-dose inhibition, % at 25 µM; IC50 in µM for titrated hits; 0.3% of 340,000 active; in the data active = a potency from the dose series; inconclusive = inhibition above about 29% without an active follow-up result
AID2073: inhibitors of Mint1-CaV2.2 protein interaction, biochemical, HTRF (AID 2073). Voltage-dependent N-type calcium channel subunit alpha-1B (Homo sapiens). HTRF protein-protein interaction, Mint1-CaV2.2; higher % means a stronger effect. one-dose inhibition, % at 20 µM; IC50 in µM for titrated hits. 0.19% of 290,000 active; in the data active = inhibition mostly above about 51%, no sharp cut-off; inconclusive = no clear call, values can overlap the other calls; inactive = mostly below about 53%; note: some results filed as inactive read as strong as hits
West Nile antiviral: West Nile virus antiviral activity, cell-based, CPE readout (AID 1621); West Nile virus-infected cells, CPE inhibition; higher % means a stronger effect; CPE inhibition, % at 10 µM; hits with a dose series show IC50 in µM; 0.02% of 290,000 active; in the data active = a potency from the dose series; inconclusive = CPE inhibition mostly from about 3.7% at the one dose, without a potency; inactive = the rest, 99 in 100 with CPE inhibition below about 2.2%; note: strong numbers were not always called active
KOR beta-arrestin-2: KOR antagonists, beta-arrestin recruitment, cell-based, luminescence, uHTS (AID 1778); Kappa-type opioid receptor (Homo sapiens); KOR beta-arrestin recruitment, luminescence, antagonist mode; higher % means a stronger effect; inhibition, % at 10 µM; hits with a dose series show IC50 in µM; 0.091% of 290,000 active; note: strong numbers were not always called active
NOD2 inhibition: NOD2 signaling inhibitors, cell-based, luminescence, uHTS, HEK293 (AID 1566). HEK293 NOD2/NF-kB luciferase reporter, luminescence; higher % means a stronger effect. one-dose inhibition, % at 4 µM; EC50 in µM for titrated hits. 0.63% of 290,000 active; note: many of its hits are not listed in these tables
Dengue-2 NS5 capping pilot replicate: second read-out of Dengue-2 NS5 capping, no call of its own (marks repeat the call); inhibition, %; measured here: pilot screen replicate inhibition
* = called active by the depositor; i = inactive; u = inconclusive; x = not tested or not shown; [ ] = another dose, or the depositor's remark. Cut-off read from the data, not from the text of the source, unless noted: active = inhibition above about 50%; inactive = the rest. Not all compounds are listed (hit frequency here may not be typical).

SMILES | HIV fusion peptide | KOR beta-arrestin-1 | NOD1 NF-kB reporter | Yfh1-off respiration | Dengue-2 NS5 capping | AID2073 | West Nile antiviral | KOR beta-arrestin-2 | NOD2 inhibition | others
O=C(Cc1cccs1)Nc1ccc([N+](=O)[O-])cc1 | -0.7% | 1.5% | -12% | x | 10% | 10% | 0.1% | -16% | -5%
CC1=NN(c2ccccc2)C(=O)C1C=Nc1ccc(N(C)C)cc1 (configuration not stated) | 0.2% | 1.1% | -9% | i | x | -47% | 0.2% | -33% | -30%
CCC(CO)Nc1nc2ccc(Cl)cc2c2ccccc12 (configuration not stated) | -1.0% | 13% | 5% | i | -4% | 22% | -0.8% | -21% | -10%
O=C(N/N=C/c1ccccc1)c1ccc2c(c1)OCO2 | -1.2% | -0.7% | -22% | x | 3% | 4% | -1.1% | -21%[20 µM] | -57% | Dengue-2 NS5 capping pilot replicate=0.3
COc1ccc(/C=C/C(=O)c2ccc3c4c(cccc24)CC3)cc1OC | 3.1% | 2.2% | 49% | i | -1% | 2% | -1.5% | 13% | -42%
CC(=O)c1ccc(S(=O)(=O)NCc2ccc(C(=O)N(C)CC(=O)Nc3cccc(F)c3)cc2)cc1 | -2.0% | 1.0% | -3% | x | -6% | 6% | 0.1% | -17% | 12%
O=C(CSc1nnc(-c2ccccc2)n1Cc1ccccc1)NNC(=O)c1ccccc1O | 13% | 6.6% | 0% | i | -6% | 9% | 0.1% | 2% | -28%
Cc1sc2nc(COC(=O)c3cccc(OC(F)F)c3)[nH]c(=O)c2c1C | -1.0% | 2.9% | 3% | i | -6% | -16% | 0.0% | x | -26%
O=c1c2ccccc2ncn1/N=C/c1ccccc1 | -1.2% | -1.4% | -25% | x | -8% | 11% | -0.9% | 31% | -152%
CC1CC(=O)N(CC(=O)Nc2ccc3c(c2)OCCO3)c2ccccc2S1 (configuration not stated) | -1.3% | 2.7% | 0% | i | 7% | -8% | 0.5% | 10% | 1%
COc1ccc(-c2c(C)n([O-])c(C)c(C)[n+]2=O)cc1OC | -0.6% | 1.3% | 1% | x | -3% | 2% | x | -11% | -2%
CC1CCN(C(=S)c2ccccc2O)CC1 | -3.8% | -4.7% | 16% | i | -11% | -29% | 0.5% | -53% | 0%
COC(=O)Cn1c(=NC(=O)c2cc(-c3cccs3)nc3ccccc23)sc2cc(S(N)(=O)=O)ccc21 | 3.1% | 5.2% | -8% | i | -13% | 30% | 0.8% | -20% | 17%
O=C(NCc1ccncc1)C1=NN(c2ccccc2)C(=O)CC1 | 1.3% | -1.1% | -15% | i | 1% | 8% | -0.3% | 9% | 8%
COc1cc(C2C(C(=O)c3ccco3)=C(O)C(=O)N2Cc2ccccc2)ccc1O (configuration not stated) | 1.2% | 1.8% | -30% | x | 0% | 16% | -0.6% | 0% | -5%
CC(c1ccccc1)N1CCC(CNC(=S)Nc2cccc(Cl)c2)C1 (configuration not stated) | -1.0% | 7.7% | -32% | i | -12% | -1% | -1.2% | -15% | -26%
CN(C(=O)C1CCOC1)c1nnc(-c2ccncc2)s1 (configuration not stated) | 1.0% | 3.1% | 2% | i | -6% | -13% | -0.2% | -14% | 7%
COC(=O)CCCC(=O)N1CCC(n2nccc2NC(=O)CCOc2ccccc2)CC1 | 1.1% | 2.5% | -3% | x | -2% | -5% | -0.1% | -8% | 6%
Cc1cc(C(=O)CN2C(=O)NC(CC(C)C)C2=O)c(C)n1-c1ccccc1F (configuration not stated) | -1.9% | -7.6% | -36% | i | -3% | -20% | -0.6% | 12% | -70%
COCCn1c(-c2ccc(F)cc2)nc2oc3cc(OC)ccc3c(=O)c2c1=O | -1.2% | 1.4% | -7% | i | -5% | 39% | -0.2% | 16% | 21%
CCCN(CCC)CCCNC(=O)c1cc2c(-c3ccc(OC)c(OC)c3)nn(C)c2s1 | -0.7% | -2.7% | -5% | x | 1% | 19% | 0.4% | 21% | 1%
c1nc2n(n1)C1=C(CCCC1)C1(CCCCC1)N2 | -2.5% | -5.5% | -26% | i | -5% | -8% | 0.1% | 3% | 7%
CCN1CCN(CCCNC(=O)c2ccc3c(c2)NC(=O)/C(=C\c2cccc(C)c2)S3)CC1 | 1.9% | 1.1% | -2% | x | -9% | 4% | -1.6% | -38% | 15%
CCN(CC)CCNC(=O)c1ccc(NC(=O)COc2ccccc2F)cc1 | -1.2% | -2.4% | -29% | i | -2% | 0% | -0.5% | -10% | 10%
COC(=O)c1ccc(COc2ccc(/C=N/Nc3nc(C)cc(=O)[nH]3)cc2)cc1 | -1.5% | 4.8% | -9% | i | -3% | x | 0.1% | -12% | -24%
O=C(NC1CCN(Cc2ccc(Cl)c(Cl)c2)CC1)c1ccccc1 | -0.8% | -2.4% | -1% | x | -6% | 2% | -1.3% | 37% | 1%
Cc1nnc(SCC(=O)Nc2ncc3c(n2)CCCC3=O)s1 | 2.3% | 4.9% | -13% | i | -4% | 4% | 0.1% | 22% | -8%
COc1ccc(CCC(=O)NNC(=O)Nc2ccc(C(C)=O)cc2)cc1 | 0.8% | 1.2% | -27% | x | -2% | 9% | 0.0% | -8% | -2%
O=C(CSc1nnc(CNC(=O)c2cccs2)o1)c1ccccc1 | -1.3% | 7.8% | 8% | i | -4% | 2% | 0.2% | -40% | -16%
O=C(CSc1nnc(Cc2ccccc2)n1-c1cccc(Cl)c1)N1CCOCC1 | -0.6% | -0.5% | -6% | i | -6% | 11% | -1.0% | 13% | 15%

Two records drawn at random from those above:
SMILES | HIV fusion peptide | KOR beta-arrestin-1 | NOD1 NF-kB reporter | Yfh1-off respiration | Dengue-2 NS5 capping | AID2073 | West Nile antiviral | KOR beta-arrestin-2 | NOD2 inhibition | others
Cc1sc2nc(COC(=O)c3cccc(OC(F)F)c3)[nH]c(=O)c2c1C | -1.0% | 2.9% | 3% | i | -6% | -16% | 0.0% | x | -26%
COC(=O)CCCC(=O)N1CCC(n2nccc2NC(=O)CCOc2ccccc2)CC1 | 1.1% | 2.5% | -3% | x | -2% | -5% | -0.1% | -8% | 6%

New compounds follow
SMILES | HIV fusion peptide | KOR beta-arrestin-1 | NOD1 NF-kB reporter | Yfh1-off respiration | Dengue-2 NS5 capping | AID2073 | West Nile antiviral | KOR beta-arrestin-2 | NOD2 inhibition | others
N#CCC(=O)Nc1ccccc1C(=O)O | 0.7% | 4.9% | -3% | i | 3% | 6% | -0.3% | -32% | -9%
O=Cc1cccn1-c1cccnc1 | 1.5% | 5.5% | -6% | i | -6% | 9% | -0.3% | -4% | 16%
O=C(COC(=O)c1ccccn1)Nc1nc(-c2cccc([N+](=O)[O-])c2)cs1 | -3.3% | -0.1% | -6% | i | 4% | 2% | 0.3% | 16% | -9%
O=C(CN1C(=O)c2ccccc2C1=O)Nc1ccccc1N1CCOCC1 | 0.2% | 0.8% | 4% | i | 5% | 4% | 0.3% | 6% | 21%
CCc1ccc(N(CC(=O)NC(C)(C)CC)C(=O)CCC(=O)Nc2nccs2)cc1 | 0.4% | -3.2% | 15% | x | -3% | 11% | -1.5% | 31% | 10%
CC(C)(C)n1nnnc1C(c1ccccc1F)N(Cc1ccco1)CC1CCCO1 (configuration not stated) | -2.0% | 20% | -2% | i | -4% | -2% | 0.5% | 41% | -5%
COc1ccc(CCn2nnc(-c3ccc(NC(C)=O)c(Cl)c3)n2)cc1 | 3.2% | 0.8% | -50% | i | -1% | 4% | 0.0% | 2% | -7%
N#Cc1ccc(-c2cccnc2)nc1SCC(=O)Nc1sc2c(c1C#N)CCC2 | 0.4% | 16µM* | -25% | i | 2% | 6% | 0.4% | -32% | 18%
Cn1c(Cc2ccccc2)nnc1SCC(=O)Nc1ccc(N2CCOCC2)cc1 | -0.4% | -2.7% | -26% | x | -9% | -10% | -0.2% | -28% | -8%
Cc1ccc(/C(=N\O)c2oc3c(C)c4oc(=O)cc(C)c4cc3c2C)cc1 | 0.6% | -1.2% | 27% | x | -3% | 31% | x | -2% | 8%
CCOC(=O)CN(C(=O)COc1nc(-c2ccccc2)cc(C)c1C#N)c1ccccc1C | -1.6% | 3.1% | 8% | i | x | 13% | -0.7% | -9% | 13%
C=CCNC(=O)c1c(N)n(-c2ccc3c(c2)OCO3)c2nc3ccccc3nc12 | -0.8% | 18% | -28% | i | -4% | 10% | 2.0% | -2% | 6%
CN(CC(=O)N1CCCCC1)S(=O)(=O)c1ccc(Cl)cc1 | -0.4% | 0.6% | -4% | i | -2% | -9% | -0.2% | -18% | 0%
CC(=O)N1CCN(C(=O)C2(NC(=O)Nc3ccc(C)cc3)CCCCC2)CC1 | -1.1% | -2.5% | -17% | x | -8% | 9% | -0.1% | -1% | 1%
CCOC(=O)c1sc(N)nc1C(C)(C)C | -2.3% | 1.1% | 1% | i | -4% | 14% | 0.0% | 0% | 13%
CCOC(=O)c1c(NC(=O)C2C3C=CC(C3)C2C(=O)O)sc2c1CC(C)(C)OC2 (configuration not stated) | -1.6% | 5.9% | 23% | i | -9% | -11% | -0.5% | -70%[20 µM] | 10%
CN(C)c1ccc(/C=N/NC(=O)c2ccc(CN3C(=O)c4cccc5cccc3c45)cc2)cc1 | -2.7% | 0.6% | -29% | i | x | 34% | -0.7% | 18% | -45%
Cc1c(Cl)cccc1N/C(=N/S(=O)(=O)c1cccs1)c1ccccc1 | 2.5% | 4.3% | 11% | i | -4% | -1% | -1.3% | -23% | 13%
COc1ccc(C(C(=O)NC2CCCCC2)N(C(=O)CCl)c2ccccc2Cl)cc1 (configuration not stated) | 0.0% | -3.0% | x | i | -1% | 0% | -0.7% | 1% | x
CCCn1c(N)c(C(=O)COC(=O)c2c(C)noc2C)c(=O)n(C)c1=O | -0.8% | -3.6% | -4% | i | -6% | -1% | 0.2% | -22% | 8%
O=C1CSC(c2ccccc2F)N1CCN1CCCCC1 (configuration not stated) | 8.7% | -8.6% | -19% | i | 2% | -2% | -0.8% | -15% | 5%
Cc1cccc(CN2CCc3c([nH]c4ccccc34)C2CC(C)C)n1 (configuration not stated) | 0.8% | -0.4% | -10% | x | -3% | -9% | -2.1% | 11% | 1%
COc1cc2c(cc1OC)C(c1ccccc1O)N(C1CC(=O)N(c3ccccc3)C1=O)CC2 (configuration not stated) | -0.2% | -1.0% | x | x | -2% | 8% | x | -2% | -7%
CCNC(=O)/N=C1/NC(=O)C(C(C)C)O1 (configuration not stated) | 0.5% | 1.1% | -10% | i | 0% | 2% | 0.2% | 4% | 3%
N=C1C(c2ccccc2)=C(O)CN1c1cccc(S(=O)(=O)N2CCCCC2)c1 | -0.3% | -0.2% | 4% | i | -6% | 9% | 0.0% | 34% | 16%
CC(c1ccc(F)cc1)n1cc(C(=O)NCCN(C)C)nn1 (configuration not stated) | -0.4% | -8.4% | -31% | i | 2% | 4% | 0.5% | -23%[20 µM] | -10%
O=C(NC(c1ccccc1)c1ccccn1)c1cccc([N+](=O)[O-])c1 (configuration not stated) | 2.8% | -4.8% | -19% | i | x | 16% | -0.7% | 8% | 20%
O=C(CSc1ccc2nnc(-c3cccnc3)n2n1)Nc1ccc(F)cc1F | -0.2% | 0.7% | -15% | x | -5% | u | -0.2% | -4% | 13%

High-throughput results as filed in PubChem.
